MITF act = increases MITF-driven TRPM1 promoter luciferase signal. activation, % at 12.5 µM. SK-MEL-5 TRPM1-promoter luciferase, 24 h; % of positive control, neutral wells = 0. actives 0.75% (n = 300,000);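 active = mean activation of at least 80% with every replicate also reaching 80%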;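 also: 0% = neutral control wells and 100% = parthenolide positive control wells; values of inactives mirror those of a sister screen read the other way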
dFosB activator = mouse delta FosB homodimer activation; activation, % at 25 µM; actives 0.99% (n = 340,000); purified delta FosB, TAMRA-CDK5 oligo fluorescence polarization; percent of positive-control signal above neutral wells; AID 493131; P13346;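 active = mean activation above about 17%, with every replicate also reaching it, limit read from the data, passing the limit was not always enough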;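 also: fluorescence polarization rise as delta FosB binds a TAMRA Cdk5 AP-1 oligo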
Target sequence (P13346 whole entry, looked up): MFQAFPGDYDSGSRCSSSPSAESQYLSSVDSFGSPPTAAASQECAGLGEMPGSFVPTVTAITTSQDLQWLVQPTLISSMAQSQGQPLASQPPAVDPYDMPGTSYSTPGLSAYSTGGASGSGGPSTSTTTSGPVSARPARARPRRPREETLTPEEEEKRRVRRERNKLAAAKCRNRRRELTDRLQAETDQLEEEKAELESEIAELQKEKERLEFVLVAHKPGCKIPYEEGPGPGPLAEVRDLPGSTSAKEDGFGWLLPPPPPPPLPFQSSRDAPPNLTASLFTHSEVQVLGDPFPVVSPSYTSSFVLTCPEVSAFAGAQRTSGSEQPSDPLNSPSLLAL
SR-BI uptake up = activators of SR-BI mediated HDL lipid uptake. CHO ldlA[mSR-BI] cells, DiI-HDL uptake fluorescence, 3 h; 100 = double the neutral-control signal. activation, % at 12.5 µM. actives 0.096% (n = 320,000). AID 504775;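 active = mean replicate activation of at least 60% and every replicate at or above 60%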;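 also: 0% = median plate neutral-control signal and 100% = twice that signal; values of inactives mirror those of a sister screen read the other way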
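System: LDL receptor-deficient CHO ldlA cells overexpressing murine SR-BI | Timing: 3 h uptake period with compound, 37 °C | Medium: HEPES-buffered (25 mM, pH 7.4) F12 plus 0.5% BSA | Dosing: Single-point compound dose | Signal: Bottom-read fluorescence, 550/595 nm | Read-out: Retained DiI signal reflecting DiI-HDL uptake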
Arr AP2 block = inhibitors of human beta-arrestin and AP2 interaction; FITC-arrestin peptide / GST-AP2 beads, flow cytometry; AP2 beta2 appendage carries R879A mutation; inhibition, % at 10 µM; actives 0.31% (n = 340,000); AID 504490;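 active = inhibition above a set limit, near 3 SD of compounds lacking own fluorescence, cut at about 54% in these data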;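 also: plate controls were DMSO wells for no effect and 5 µM unlabelled arrestin peptide for full effect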
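system = GST-tagged AP2 beta2-adaptin appendage (R879A) on 4 µm glutathione beads | reagent = FITC-labelled arrestin peptide probe, 50 nM final | schedule = compound with beads 12 min RT, then probe 1 h RT | signal = HyperCyt-sampled flow cytometry, FL1 channel, ex 488/em 535 nm | read-out = percent response from loss of bead-bound FITC fluorescence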
NSD2 inh = blocks human histone methyltransferase NSD2 | inhibition, % at 12.5 µM | actives 0.54% (n = 310,000) | NSD2 peptide methylation, AlphaScreen, 120 min | O96028; in the data active = inhibition above about 50%
PKA-R1A activ = activators of PKA-R1A complex. P00514+P68181. actives 0.083% (n = 340,000). AID 504707. PKA-R1A dissociation, Cy5-IP20 fluorescence polarization; scaled: DMSO 0%, 113 µM cGMP 100%. activation, % at 11.4 µM;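 active = percent activation above the mean of all tested compounds plus 3 SD, cut at about 19% in these data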;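 also: higher means more PKAc released from R1A so a rise in polarization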
PKA-R2B act = activates the human PKA-R2B holoenzyme complex. activation, % at 11.4 µM. actives 0.079% (n = 340,000). PKA-R2B holoenzyme dissociation, Cy5-IP20 fluorescence polarization; R2B truncated from residue 108, S112A mutant; 0% DMSO only, 100% 113 µM cGMP;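 active = activation above a cutoff set at the mean over all compounds plus 3 SD, cut at about 18% in these data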;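 also: higher means more holoenzyme dissociation and a rise in polarization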
CDK5 inh = CDK5/p35 (human) kinase inhibition | Q00535+Q15078 | Recombinant CDK5/p35, ADP-Glo luminescence, 60 min | inhibition, % at 10 µM | actives 0.01% (n = 330,000) | AID 488839;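 active = highest replicate inhibition of at least 50% and at least 75% of replicates reaching 50%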;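 also: plate controls were DMSO neutral control for no effect and GW8510 at 10 µM for full effect; many of its hits are not listed in these tables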
SR-BI DiI inh = inhibitors of mouse SR-BI mediated HDL lipid uptake. Q61009. ldlA[mSR-BI] CHO cells, DiI-HDL uptake fluorescence, 3 h. inhibition, % at 12.5 µM. actives 0.96% (n = 320,000);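 active = mean replicate inhibition of at least 70% and a set share of replicates each scoring 70 or more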;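 also: 0% = median of neutral control wells and 100% = median of positive control wells; values of inactives mirror those of a sister screen read the other way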
Target sequence (Q61009 whole entry, looked up): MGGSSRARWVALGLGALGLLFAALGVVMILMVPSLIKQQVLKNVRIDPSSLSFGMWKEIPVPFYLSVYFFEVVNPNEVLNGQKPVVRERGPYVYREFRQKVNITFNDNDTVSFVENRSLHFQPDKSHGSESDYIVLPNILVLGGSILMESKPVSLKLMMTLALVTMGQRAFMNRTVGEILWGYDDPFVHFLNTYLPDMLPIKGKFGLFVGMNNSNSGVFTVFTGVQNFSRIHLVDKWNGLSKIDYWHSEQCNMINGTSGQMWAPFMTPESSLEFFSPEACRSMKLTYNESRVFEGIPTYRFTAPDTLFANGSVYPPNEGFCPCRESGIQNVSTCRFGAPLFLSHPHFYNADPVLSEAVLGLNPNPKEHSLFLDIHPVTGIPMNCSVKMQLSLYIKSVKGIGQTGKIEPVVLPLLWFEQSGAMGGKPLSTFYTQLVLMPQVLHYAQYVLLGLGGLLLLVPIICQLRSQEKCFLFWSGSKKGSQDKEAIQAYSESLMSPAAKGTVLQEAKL
DSG3 Ab inh = human desmoglein-3 autoantibody binding inhibition. binding (percent of control), % at 10 µM. P32926. DSG3-coupled beads, scFv-anti-DSG3-GFP binding, flow cytometry; stronger effect = lower value. actives 0.48% (n = 310,000). AID 588358;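 active = binding more than 3 SD below its plate's average and above zero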;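 also: hits lower antibody fragment binding to DSG3; some compounds called inactive have numbers as strong as hits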
Mot1-301 SUMO = SUMOylation pathway inhibition by Mot1-301 growth rescue. S. cerevisiae Mot1-301 growth rescue, ATP luminescence, 38.5C; percent above DMSO median, 100 means doubled. AID 2716. actives 1% (n = 320,000). growth rescue, % at 18.8 µM;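 active = every valid replicate shows activation above 250% relative to neutral control wells; inactive = the rest, any valid replicate at or below 250%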;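 also: OY570 slx delta 5 strain wells were the positive control but not used for scaling; some compounds called inactive have numbers as strong as hits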
The depositor's hits bear a star; x = no result given; + = active, no number.

Sample of the layout, five compounds:
1) C#CCOCCOCCOCCNc1nc(N2CCN(C(=O)[C@H]([C@@H](C)CC)n3cc([C@@H](N)CO)nn3)CC2)nc(N2CCN(C(=O)[C@H](Cc3ccc(O)cc3)n3cc([C@@H](N)C(C)CC)nn3)CC2)n1 (stereo partly drawn)
2) O=[N+]([O-])c1ccc(C(=Nc2cccc3ccccc23)N2CCOCC2)cc1
3) O=C(NCc1ccccc1)c1ccc(-c2ccc(F)cc2)o1
4) Cc1ccn2c(=O)c(C(=O)NCCN3CCOCC3)c(O)nc2c1
5) O=c1[nH][nH]c(=O)c2cc(N3CCCC3)ccc12
assay / entry	1	2	3	4	5
MITF act	-10	-17	28	8	5
dFosB activator	-8	-2	-8	4	0
SR-BI uptake up	2	-18	1	8	6
Arr AP2 block	-9	22	15	2	0
NSD2 inh	x	16	-2	0	33
PKA-R1A activ	-14	-7	6	-5	1
PKA-R2B act	14	-9	0	-2	0
CDK5 inh	-5.0	2.6	-0.5	0.8	0.4
SR-BI DiI inh	-2	18	-1	-8	-6
DSG3 Ab inh	111	105	x	99	93
Mot1-301 SUMO	-3	13	-24	26	-16

The whole of this part, from the first entry:
1) C#CCOCCOCCOCCNc1nc(N2CCN(C(=O)[C@H]([C@@H](C)CC)n3cc([C@@H](N)CO)nn3)CC2)nc(N2CCN(C(=O)[C@H](Cc3ccc(O)cc3)n3cc([C@@H](N)C(C)CC)nn3)CC2)n1 (stereo partly drawn)
2) O=[N+]([O-])c1ccc(C(=Nc2cccc3ccccc23)N2CCOCC2)cc1
3) O=C(NCc1ccccc1)c1ccc(-c2ccc(F)cc2)o1
4) Cc1ccn2c(=O)c(C(=O)NCCN3CCOCC3)c(O)nc2c1
5) O=c1[nH][nH]c(=O)c2cc(N3CCCC3)ccc12
6) c1ccc(CCCNCC2COc3ccccc3O2)cc1 (stereo not drawn)
7) COc1ccc(-c2nnn(CC(=O)NC(=O)NC3CCCCC3)n2)cc1OC
8) O=C(COC(=O)C1(c2ccc(F)cc2)CCCC1)N1CCN(C(=O)c2ccco2)CC1
9) O=C(N/N=C/c1ccc([N+](=O)[O-])o1)c1cccc(S(=O)(=O)N2CCOCC2)c1
10) COCCNC(=O)CSc1nc2ccccc2c(=O)n1CC1CCCO1 (stereo not drawn)
assay / entry	1	2	3	4	5	6	7	8	9	10
MITF act	-10	-17	28	8	5	4	13	2	-28	x
dFosB activator	-8	-2	-8	4	0	-10	-7	-8	-12	4
SR-BI uptake up	2	-18	1	8	6	4	-9	-10	-13	x
Arr AP2 block	-9	22	15	2	0	5	0	8	9	7
NSD2 inh	x	16	-2	0	33	2	-1	0	-1	-1
PKA-R1A activ	-14	-7	6	-5	1	3	11	-11	0	-4
PKA-R2B act	14	-9	0	-2	0	0	4	-17	5	4
CDK5 inh	-5.0	2.6	-0.5	0.8	0.4	-3.6	-6.0	-0.7	2.2	-0.3
SR-BI DiI inh	-2	18	-1	-8	-6	-4	9	10	13	x
DSG3 Ab inh	111	105	x	99	93	84	x	105	108	x
Mot1-301 SUMO	-3	13	-24	26	-16	123	-13	11	1	52

11) O=C(COC(=O)c1ccccc1F)Nc1cc(S(=O)(=O)N2CCOCC2)ccc1N1CCCC1
12) O=[N+]([O-])c1ccccc1S(=O)(=O)N1CCN(Cc2cc3c(cc2O)OCO3)CC1
13) COc1ccccc1C(=O)Nc1nnc(-c2ccc(Cl)cc2)o1
14) NC(=O)c1ccc(NC(=O)COc2ccc([N+](=O)[O-])cc2Cl)cc1
15) Cc1ccc(CNC(=O)Cn2cccc2)cc1
16) O=C(Nc1ccccc1)C1CCN(S(=O)(=O)c2ccc3c(c2)OCCO3)CC1
17) Cc1ccc(C(=O)CNc2cccc([N+](=O)[O-])c2)cc1
18) CCN1C(=O)CC(N2CCC(Nc3ccc(OC)cc3)CC2)C1=O (stereo not drawn)
19) CC(C)CN(C(=O)COC(=O)CCCc1nc2ccccc2s1)c1c(N)n(Cc2ccccc2)c(=O)[nH]c1=O
20) C=CCCCCCCCCc1nc(SCC(C)=O)n[nH]1
assay / entry	11	12	13	14	15	16	17	18	19	20
MITF act	2	-9	11	0	16	0	29	7	-1	1
dFosB activator	-4	-6	-22	-4	3	1	5	2	4	-5
SR-BI uptake up	22	26	-3	-15	12	-3	4	6	-16	-11
Arr AP2 block	5	24	1	16	-18	-9	-15	5	-1	-5
NSD2 inh	-1	0	x	2	0	2	-13	-3	1	0
PKA-R1A activ	3	-8	-6	-4	1	1	4	2	5	-7
PKA-R2B act	1	-18	-3	-8	-1	-11	6	1	-4	-13
CDK5 inh	-4.1	-2.5	0.1	-0.3	-0.1	-0.8	0.2	-1.0	2.8	2.2
SR-BI DiI inh	-22	-26	3	15	-12	3	-4	-6	16	11
DSG3 Ab inh	99	95	100	103	101	101	105	x	95	114
Mot1-301 SUMO	7	2	0	-1	-20	-6	256	3	517	-34

21) C#CCOCCOCCOCCNc1nc(N2CCN(C(=O)CCCCCCCCCCNC(=O)Cn3cc(CCCCCN)nn3)CC2)nc(N2CCN(C(=O)CCCCCCCCCCNC(=O)[C@@H](CCC(=O)O)n3cc(CCCCCN)nn3)CC2)n1
22) COC(=O)C(=O)C/C(=N/Nc1ncnc2ccccc12)c1ccc(Cl)cc1
23) Cc1sc(NC(=O)C2CCCCC2)c(C#N)c1-c1ccccc1
24) COc1cc(C(=O)Nc2nc3ccc4nc(C)sc4c3s2)cc(OC)c1OC
25) CCC(c1ccccc1)C(CC)c1cc(O)c(O)c(O)c1 (stereo not drawn)
26) CCN(CC)CCn1c2ccc(F)cc2c2nc(C)sc21
27) CCOc1ccccc1NC(=S)N1CCCc2ccccc21
28) Cc1c(NC(=O)C(C)OC(=O)COc2ccc(C#N)cc2)c(=O)n(-c2ccccc2)n1C (stereo not drawn)
29) Cc1nc2c3ccccc3nc(NNC(=O)CCC(=O)NC(C)C)n2n1
30) COc1cc(C)ccc1OCc1cc(C(=O)N2CCCCCCC2)no1
assay / entry	21	22	23	24	25	26	27	28	29	30
MITF act	7	-30	79	-1	-37	11	-1	-1	-6	63
dFosB activator	-8	-12	-3	6	-4	4	7	7	3	-15
SR-BI uptake up	6	-52	-33	-51	-22	-2	0	21	21	6
Arr AP2 block	-1	2	19	30	45	4	25	-13	-1	20
NSD2 inh	x	1	1	0	17	x	-1	-1	0	-2
PKA-R1A activ	-1	-6	-6	-9	-10	-6	-9	9	9	6
PKA-R2B act	1	1	-3	-5	-5	-12	-13	-6	-14	13
CDK5 inh	-0.2	3.1	-1.3	4.9	0.2	-0.6	0.5	1.0	0.1	0.4
SR-BI DiI inh	-6	52	33	51	22	2	0	-21	-21	-6
DSG3 Ab inh	107	109	102	97	96	87	108	100	102	x
Mot1-301 SUMO	-8	-1	-20	-19	x	30	-2	0	16	-4

31) O=C(COC(=O)c1ccc(O)cc1)Nc1nccs1
32) CCOC(=O)c1cc(S(=O)(=O)N(C)Cc2ccccc2)cn1C
33) CCCc1cc(=O)[nH]c2nnc(SCC(=O)Nc3ccc(NC(C)=O)cc3)n12
34) COc1ccccc1NC1=C(N2CCCCC2)C(=O)c2ccccc2C1=O
35) CC(C)C[C@@H](CO)N1CCN(Cc2ccccc2)CCC1=O
36) Cc1nc2ccc(S(=O)(=O)NCC(=O)N(C)Cc3ccccc3)cc2s1
37) CC1CN(C(=O)c2cc([N+](=O)[O-])cc([N+](=O)[O-])c2)CC(C)O1 (stereo not drawn)
38) O=C1NC[C@H](c2ccccc2)N(CCc2cccc3ccccc23)C1=O
39) CCCCCCn1nc(C(=O)N(CC(C)C)c2c(N)n(CCCC)c(=O)[nH]c2=O)c2ccccc2c1=O
40) COC(=O)c1ccc(NC(=O)CN(c2ccc(C)cc2)S(=O)(=O)c2c(C)n[nH]c2C)cc1
41) Cn1c(=O)[nH]c(=O)c2c1nc(N1CCCC1)n2CC(O)COc1ccccc1 (stereo not drawn)
assay / entry	31	32	33	34	35	36	37	38	39	40	41
MITF act	-2	0	-1	-17	-6	20	-5	10	-1	-1	7
dFosB activator	-1	-3	10	-3	3	3	-4	0	-9	-4	-1
SR-BI uptake up	10	7	16	-21	-3	27	-13	-2	-29	0	1
Arr AP2 block	10	10	4	4	38	8	-2	-4	-11	-2	3
NSD2 inh	9	-1	-6	93*	x	1	-1	x	0	x	x
PKA-R1A activ	2	4	-6	-2	-11	11	0	-9	-11	9	-5
PKA-R2B act	-6	-3	3	-9	1	-5	-11	-7	0	-3	-2
CDK5 inh	0.7	-1.4	-2.4	1.6	0.4	0.0	-0.8	1.1	0.2	2.7	-0.4
SR-BI DiI inh	-10	-7	-16	21	3	-27	13	2	29	0	-1
DSG3 Ab inh	x	x	102	108	106	100	101	106	108	90	110
Mot1-301 SUMO	10	1	123	13	-12	18	+	17	283	-7	-1
